GFP derepression: epigenetic GFP locus derepression in mouse cells. actives 0.09% (n = 68,000). Potency, µM (titrated, usually from 46.1 µM), inactives show at the top dose GFP derepression (activation). mouse C127i GFP locus derepression, cytometry, 30 h; further: % of control where 0% means no effect
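Derepression screen: silenced CMV-GFP reporter in murine C127i cells, 30 h compound incubation at 37 C, washed cells imaged by laser-scanning cytometer to enumerate GFP-expressing objects of 20 to 120 um.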
BRCT inh red: disrupts BRCA1 BRCT binding to phosphoprotein, red fluorophore readout | BRCT-phosphopeptide binding, red fluorescence polarization | AID 892 | Potency, µM (highest dose often 76.9 µM), inactives show at the highest dose activity change, negative = inhibition, hits mostly inhibitors | actives 0.03% (n = 75,000); further: on the % scale 0 is the no-effect control and ±100 the full control effect
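Fluorescence polarization: 100 nM His-tagged BRCA1 BRCT with 100 nM TAMRA-labelled phospho-BACH1 decapeptide, phosphate buffer pH 7.3 with 150 mM NaCl, DTT, 0.01% Tween 20; 12 min RT. Binding inhibition seen as FP decrease.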
Pol III holo inh: inhibitors of bacterial DNA polymerase III holoenzyme. reconstituted DNA polymerase III holoenzyme replication, biochemical. Potency, µM (series often up to 57.1 µM), inactives show top-dose activity change, negative = inhibition. actives 0.25% (n = 71,000). AID 603; further: potency means the concentration at half of the fitted maximal effect; on the % scale 0 is the no-effect control and ±100 the full control effect
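Reconstituted *E. coli* holoenzyme (0.35 nM Pol III, 1 nM beta, 154 nM SSB, 2 nM primase) was preincubated with compound for 15 min at RT. Synthesis on 1.4 nM ssM13Gori ran 35 min, then was stopped with PicoGreen/EDTA and read as dsDNA fluorescence.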
HBB splicing: hemoglobin beta splicing modulation | HBB splicing reporter cell assay, activation; EGFP reporter with mutant IVS2-654 intron; response scale: normalised to 500 nM splice-correcting PNA | actives 0.06% (n = 65,000) | Potency, µM (doses to about 46.1 µM), for the others: top-dose activation, most hits filed as activators | AID 925; further: potency means the concentration at half of the fitted maximal effect; 0% is about no effect
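HeLa cells stably expressing EGFP interrupted by mutant beta-globin intron 2 (IVS2-654), 500/well in 2% FCS. Treated with compound for 2 days at 37C. Splicing correction scored as total well GFP intensity (488 nm excitation, 500-520 nm emission); 500 nM antisense PNA served as control.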
HADH2 inh: HADH2 (human) dehydrogenase inhibition. recombinant HADH2, NADH fluorescence, beta-hydroxybutyryl-CoA. Potency, µM (top dose mostly 57.1 µM), for inactives: at the highest dose activity change, negative = inhibition, usual class: inhibitors. actives 3.4% (n = 73,000); further: potency means the concentration at half of the fitted maximal effect; on the % scale 0 is the no-effect control and ±100 the full control effect; nearly all actives have a fitted effect of over 60% in size; many of its hits are not listed in these tables
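Read-out: 360 nm excitation, 450 nm emission, kinetic over 4 min. Conditions: His-tagged human HADH2 20 nM, pH 9.0 Tris with Tween-20, 1 mM NAD+, 90 uM beta-hydroxybutyryl-CoA.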
Hsp90 Hop PPI: changes Hsp90-Hop TPR2A binding signal, up or down | actives 0.44% (n = 71,000) | AlphaScreen TPR2A-His6 binding biotin-Hsp90 C-terminal peptide | Potency, µM (titrated, usually from 57 µM), without a hit: at the top dose activity change, negative = inhibition; active means well fitted curve in either direction with a large enough effect; inconclusive means small, poorly fitted or top-dose-only effect, or another doubt; further: potency means the concentration at half of the fitted maximal effect; on the % scale 0 is the no-effect control and ±100 the full control effect; many of its hits are not listed in these tables
USP2a inhib: inhibitors of human ubiquitin-specific protease USP2a; O75604; USP2a enzymatic assay, qHTS inhibition; Potency, µM (top dose mostly 38.3 µM), without a hit: at the highest dose activity change, negative = inhibition, hits mostly inhibitors; actives 0.1% (n = 60,000);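 further: potency means the concentration at half of the fitted maximal effect; nearly all actives have a fitted effect of over 60% in size; plate controls were DMSO for no effect and NEM full inhibition control for full effect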
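Coupled readout: USP2-cleaved Ub-PLA2 (20nM final) turns over NBD C6-HPC (20uM final), Ex 460nm/Em 535nm after 2.5 h, time-zero read flagging artifacts. Enzyme (20nM final, pH 8.0 Tris) given 30 min RT with compound first; NEM defines full inhibition.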
BRCT inh green: blocks human BRCA1 BRCT binding to phosphopeptide, green readout | BRCA1 BRCT-phosphopeptide binding, green fluorescence polarization | Potency, µM (highest dose often 76.9 µM), for the others: at the top dose activity change, negative = inhibition, most hits filed as inhibitors | actives 0.05% (n = 75,000) | AID 875;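 further: potency means the concentration at half of the fitted maximal effect; plate controls were peptide without protein for full effect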
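Compounds were incubated for 12 min at room temperature with a complex of 100 nM fluorescein-tagged pBACH1 decapeptide and 250 nM His-tagged BRCT protein. Buffer was phosphate pH 7.3 with EDTA, DTT and Tween 20. Disruption of binding lowers the polarization signal.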
Ub-GFP proteasome: proteasome inhibitors stabilizing ubiquitin-GFP reporter. Ubiquitin-GFP reporter cells, proteasome inhibition, GFP fluorescence; response scale: untreated = 0%, 10 µM MG-132 = 100%. Potency, µM (top dose mostly 45.9 µM), for inactives: top-dose activation (GFP accumulation), usual class: activators. 67,000 tested, under 10 active. AID 526; active means well fitted activation curve with a large enough effect, not every such curve was filed as active; inconclusive means small, poorly fitted or top-dose-only effect, or another doubt; inactive means no such curve, though single readings can be large or run the other way; further: potency means the concentration at half of the fitted maximal effect
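Reporter cells (U2OS, ubiquitin-G76V-GFP fusion) are plated overnight, then treated 4 hr at 37 °C with compound titrations from 46 uM down to 2.9 nM. Activity is scaled against untreated cells and 10 uM MG-132.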
15-hLO inh: inhibitors of human 15-lipoxygenase (ALOX15); P16050; purified 15hLO-1, xylenol orange hydroperoxide absorbance; Potency, µM (titrated, usually from 57.1 µM), inactives show top-dose activity change, negative = inhibition, most hits filed as inhibitors; actives 1.4% (n = 74,000); AID 887; further: potency means the concentration at half of the fitted maximal effect; on the % scale 0 is the no-effect control and ±100 the full control effect; nearly all actives have a fitted effect of over 55% in size
Target sequence (P16050 whole entry, looked up): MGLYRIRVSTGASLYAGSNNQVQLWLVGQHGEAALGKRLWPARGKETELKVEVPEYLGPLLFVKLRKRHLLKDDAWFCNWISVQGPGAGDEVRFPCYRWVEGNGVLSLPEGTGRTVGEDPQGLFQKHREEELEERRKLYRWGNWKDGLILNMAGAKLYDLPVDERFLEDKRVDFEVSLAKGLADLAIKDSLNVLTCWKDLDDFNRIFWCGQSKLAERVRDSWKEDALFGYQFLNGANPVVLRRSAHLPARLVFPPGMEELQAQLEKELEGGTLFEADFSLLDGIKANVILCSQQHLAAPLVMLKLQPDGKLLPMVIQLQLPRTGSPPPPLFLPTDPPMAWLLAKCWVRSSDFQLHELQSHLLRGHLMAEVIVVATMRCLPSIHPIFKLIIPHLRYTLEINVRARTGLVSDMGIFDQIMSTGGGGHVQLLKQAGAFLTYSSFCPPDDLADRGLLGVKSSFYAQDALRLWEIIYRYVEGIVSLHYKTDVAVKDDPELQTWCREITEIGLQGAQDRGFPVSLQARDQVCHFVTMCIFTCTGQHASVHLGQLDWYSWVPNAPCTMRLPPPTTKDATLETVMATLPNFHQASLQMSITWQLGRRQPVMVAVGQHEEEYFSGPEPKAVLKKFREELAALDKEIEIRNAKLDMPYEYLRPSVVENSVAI
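Readout: Fe(III)-xylenol orange absorbance, 573-to-405 nm ratio as reaction progress. Enzyme 40 nM purified human 15hLO-1, substrate 50 uM arachidonic acid, 6 min RT after 15 min compound preincubation; Hepes pH 7.5 buffer with Triton X-100.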
CRE-bla Fsk: CRE-bla signaling modulation under forskolin stimulation. AID 662. actives 2.5% (n = 71,000). Potency, µM (titrated, usually from 38.2 µM), for inactives: top-dose activity change, negative = inhibition, actives largely listed as activators. CHO CRE-bla reporter (cAMP response element driving beta-lactamase), forskolin EC10, beta-lactamase ratio; active means well fitted activation curve with a large enough effect in the signal ratio, with a control signal flat, not every such curve was filed as active; inconclusive means small, poorly fitted or top-dose-only effect, or effect the other way, or a change in a side signal; the % refers to the signal ratio; further: potency means the concentration at half of the fitted maximal effect; % of control where 0% means no effect
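Beta-lactamase reporter under a cAMP responsive element in CHO cells; compounds tested in titration series against EC10 NKH 477, 3 h at 37 °C. Read-out: CCF4 FRET ratio 460nm/530nm (excitation 405nm) giving %Activity, fitted to AC50.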
* = called active by the depositor; u = inconclusive; x = not tested or not shown; [ ] = another dose, or the depositor's remark. Unless noted, the call rests on the fitted dose curve; in most records, active means well fitted curve in the direction sought with a large enough effect; inconclusive means small, poorly fitted or top-dose-only effect, or another doubt; inactive means no such curve, though single readings can be large; an effect the other way counts as inactive or inconclusive. Only part of the results is shown, so the mix of outcomes need not match the whole.

molecule	GFP derepression	BRCT inh red	Pol III holo inh	HBB splicing	HADH2 inh	Hsp90 Hop PPI	USP2a inhib	BRCT inh green	Ub-GFP proteasome	15-hLO inh	CRE-bla Fsk
Cc1oc(-c2cccs2)nc1CS(=O)CC(=O)NC1CCCCCC1 (configuration not stated)	12%	1.4%	-7%	-0.6%	u	-4%	x	3.2%	4%	-17%	u
COc1ccccc1N1CCN(C(=O)C2C3C=CC4(CN(Cc5ccccc5Cl)C(=O)C24)O3)CC1 (configuration not stated)	-4%	-2.3%	-9%	2.3%	1%	-3%	11%	-2.0%	26%	u	-24%
O=c1[nH]c2c(cc1CNCCN1CCOCC1)c(-c1cccc(F)c1)nn2-c1ccccc1	-2%	16%	-7%	-4.8%	x	u	13%	11%	-2%	0.032µM*	u
CCc1n[nH]c2c1/C(=N/O)CCC2	3%	0.0%	0%	-0.3%[57.5 µM]	-18%	-1%	-3%	-2.9%	-2%	9%	-1%
O=C(Cc1coc2ccc3ccccc3c12)N1CCN(c2ncccn2)CC1	-4%	0.6%	-3%	0.6%	-2%	-6%	28%	1.6%	2%	-5%	-2%
Cc1ccc(Oc2ccccc2)c(NC=O)c1	-2%	-0.7%	-7%	0.2%[57.5 µM]	-1%	0%	-1%	-0.5%	2%	-7%	2%
COC(=O)CSc1nnc(-c2ccncc2)n1N	-2%	0.5%	-6%	3.0%[1.84 µM]	-6%	-6%	-1%	-1.3%	2%	-3%	8%
O=C(Nc1cccc(F)c1)N1CC2(CCN(C(=O)c3ccco3)CC2)C1	2%[9.22 µM]	-2.5%	-5%	3.6%	-5%	-1%	25%	-5.2%	-5%	13%	-15%
Cc1ccc(N2CC(C(=O)Nc3cc(C)ccc3F)CC2=O)cc1 (configuration not stated)	-2%	-1.5%	4%[11.4 µM]	-3.5%[0.0738 µM]	9%[11.4 µM]	-3%[11 µM]	6%[7.66 µM]	-0.3%	23%[9.17 µM]	-6%[11.4 µM]	-23%[7.6 µM]
CCCOC(=O)CSc1nc(N)c(C#N)c(CC)c1C#N	-2%	-1.8%	-4%	-0.4%[57.5 µM]	-13%	1%	4%	0.7%	2%	8%	u
CCOc1c(S(=O)(=O)N2CCCC2)ccc(Cl)c1Cl	0%	-0.2%	1%	9.6%	2%	5%	-12%	1.9%	1%	-12%	u
COc1cc(OC)cc(C(=O)N(Cc2nc(-c3cccc(C)c3)no2)C(C)C)c1	0%	-0.5%	2%	1.5%	2%	11%	-9%	1.6%	-4%	-8%	-5%
CCOC(=O)c1cnc(Nc2nc3ccccc3o2)nc1CSc1nnc(C)s1	14%	0.2%	-4%	0.8%	9%	-7%	19%	-2.1%	16%	33%[activator]	u
Cn1c(SCc2ccc(F)cc2)nnc1-c1cccs1	-2%	-0.2%	-1%	1.7%[1.84 µM]	12%	2%	0%	2.9%	21%	8%	-12%
OCCSCc1ccccc1	11%[9.22 µM]	-1.0%[15.4 µM]	-5%[11.4 µM]	3.6%[9.22 µM]	6%[11.4 µM]	-2%[11 µM]	x	-0.3%[15.4 µM]	3%[9.17 µM]	11%[11.4 µM]	4%[7.6 µM]

Single records (already shown).
Profile of Cc1ccc(Oc2ccccc2)c(NC=O)c1 = GFP derepression = -2%; BRCT inh red = -0.7%; Pol III holo inh = -7%; HBB splicing = 0.2%[57.5 µM]; HADH2 inh = -1%; Hsp90 Hop PPI = 0%; USP2a inhib = -1%; BRCT inh green = -0.5%; Ub-GFP proteasome = 2%; 15-hLO inh = -7%; CRE-bla Fsk = 2%
Profile of Cc1ccc(N2CC(C(=O)Nc3cc(C)ccc3F)CC2=O)cc1 (configuration not stated) = GFP derepression = -2%; BRCT inh red = -1.5%; Pol III holo inh = 4%[11.4 µM]; HBB splicing = -3.5%[0.0738 µM]; HADH2 inh = 9%[11.4 µM]; Hsp90 Hop PPI = -3%[11 µM]; USP2a inhib = 6%[7.66 µM]; BRCT inh green = -0.3%; Ub-GFP proteasome = 23%[9.17 µM]; 15-hLO inh = -6%[11.4 µM]; CRE-bla Fsk = -23%[7.6 µM]

15-hLO inh, hit marks shown above.
canonical_smiles | GFP derepression | BRCT inh red | Pol III holo inh | HADH2 inh | Hsp90 Hop PPI | USP2a inhib | BRCT inh green | Ub-GFP proteasome | 15-hLO inh | CRE-bla Fsk
O=c1[nH]c2c(cc1CNCCN1CCOCC1)c(-c1cccc(F)c1)nn2-c1ccccc1 | -2% | 16% | -7% | x | u | 13% | 11% | -2% | 0.032µM* | u

Screens (PubChem)
